NadD inh = NadD (S. aureus) enzyme inhibition; purified NadD enzyme, colorimetric absorbance read-out; inhibition, % at 20 µM; 360,000 compounds, 0.78% hits; AID 602399; in the data active = inhibition above about 26%; also: some compounds past the cut are filed as inactive
Rpn11 block = inhibitors of human proteasome Rpn11; human 26S proteasome, Ub4-pepOG fluorescence polarization; 20S core pre-blocked with epoxomicin; calls only at 20 µM; 360,000 compounds, 0.59% hits; AID 588493;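 active = inhibition at 20 µM, scaled to each plate's controls, above about 33%, limit read from the data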
Target sequence (O00487 whole entry, looked up): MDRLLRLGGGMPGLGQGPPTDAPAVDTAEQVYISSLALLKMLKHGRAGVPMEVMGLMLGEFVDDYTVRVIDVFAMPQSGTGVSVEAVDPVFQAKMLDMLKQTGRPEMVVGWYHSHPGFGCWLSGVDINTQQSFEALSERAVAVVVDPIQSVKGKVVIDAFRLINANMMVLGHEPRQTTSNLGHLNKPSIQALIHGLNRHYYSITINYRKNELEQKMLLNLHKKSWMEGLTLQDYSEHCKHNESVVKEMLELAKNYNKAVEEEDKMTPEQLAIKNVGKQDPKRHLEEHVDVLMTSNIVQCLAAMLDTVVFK
DNMT1 inh = blocks human DNA methyltransferase DNMT1. DNMT1 molecular beacon, Hinp1I cleavage, fluorescence. inhibition (reported as % activation of signal), % at 10 µM. 360,000 compounds, 0.83% hits. AID 588458; in the data active = inhibition above about 50%
MT1-MMP act inh = blocks activation of human MT1-MMP; P50281; HT1080 RFP-PRO-GFP cells, GFP/RFP ratio fluorescence, overnight; percent of plate control window, DMSO zero; GFP/RFP ratio change, % at 20 µM; 360,000 compounds, 0.061% hits;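 active = GFP/RFP ratio change of at least 30% with cell ATP level not reduced by more than half and red fluorescence within 50% of control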; also: strong numbers were not always called active
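Test system: HT1080 cells expressing an RFP-PRO-GFP fluorescent reporter construct / Compound dosing: single-point 20 µM compound, 1% DMSO / Schedule: cells overnight before dosing, compound overnight, 37 °C, 5% CO2 / Evaluation: GFP/RFP fluorescence ratio / Control set: DMSO and RFP-L50D-GFP cell wells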
NRP1-CendR mod = alters CendR peptide binding to human NRP-1 | inhibition, % at 25 µM | AID 602438 | 360,000 compounds, 0.85% hits | FAM-RPARPAR peptide binding to NRP-1, fluorescence polarization | O14786;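 active = inhibition or corrected inhibition above about 18%, plus a signal ratio from 0.5 to 1.5, limit read from the data, passing the limit was not always enough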; also: strong numbers were not always called active
SUMO1 PPI mod = alters human SUMO1 binding to SIM partners; inhibition, % at 20 µM; P63165; SUMO1 binding to a labelled peptide, TR-FRET, 1 h; 360,000 compounds, 0.33% hits; in the data active = inhibition above about 37%
Target sequence (P63165 whole entry, looked up): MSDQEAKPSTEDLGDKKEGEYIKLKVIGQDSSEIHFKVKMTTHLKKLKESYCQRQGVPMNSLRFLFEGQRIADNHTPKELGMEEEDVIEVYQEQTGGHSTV
SKN-1 block = inhibitors of C. elegans SKN-1. C. elegans VP596 Pgst-4::GFP/RFP ratio, acrylamide-induced, 24 h. 360,000 compounds, 0.49% hits. AID 624304. inhibition, % at 21.8 µM;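 active = interference check ratio from 0.5 to 1.5 plus GFP to RFP signal ratio inhibition reaching or exceeding a fixed threshold, cut at about 30% in these data, passing the limit was not always enough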; also: some compounds called inactive have numbers as strong as hits
STEP block = inhibitors of human striatal-enriched phosphatase STEP. recombinant STEP, OMFP fluorogenic substrate, fluorescence. inhibition, % at 20 µM. 360,000 compounds, 0.25% hits;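 active = inhibition at 20 µM, scaled per plate between control wells, above about 37%, limit read from the data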;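 also: 0% = DMSO with enzyme and substrate and 100% = substrate only without enzyme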
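Material: STEP (striatal-enriched tyrosine phosphatase) enzyme, cell-free | Medium: 50 mM Bis-Tris pH 6.0 with 2.5 mM DTT and 0.005% Tween 20 | Read-out: Percent inhibition scaled to no-enzyme and uninhibited-enzyme controls, plate-pattern corrected | Signal: Fluorescence read at 480 nm ex / 540 nm em | Times: 20 min reaction, room temperature, in the dark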
LMPTP block = blocks human LMPTP phosphatase; P24666; inhibition, % at 20 µM; recombinant LMPTP-A, OMFP fluorogenic substrate, fluorescence intensity; 360,000 compounds, 0.22% hits;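 active = compounds that cut the enzyme signal by at least half of the control window in the single-dose screen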;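 also: plate controls were DMSO wells with enzyme plus substrate for no effect and substrate without enzyme for full effect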
Target sequence (P24666 whole entry, looked up): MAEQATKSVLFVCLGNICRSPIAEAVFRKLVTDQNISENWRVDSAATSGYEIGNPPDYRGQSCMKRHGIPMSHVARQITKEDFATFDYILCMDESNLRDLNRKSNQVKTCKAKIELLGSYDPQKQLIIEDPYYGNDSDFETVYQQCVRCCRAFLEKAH
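Assay system: LMPTP-A, protein tyrosine phosphatase of low molecular weight / Medium: pH 6.0 Bis-Tris buffer with DTT and Triton X-100 / Schedule: 50 min enzyme reaction at room temperature, protected from light / Measured by: endpoint fluorescence intensity from OMFP dephosphorylation / Read-out basis: % inhibition relative to no-enzyme and uninhibited control wells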
Scp1 inh = Scp-1 (human) phosphatase inhibition. 340,000 compounds, 0.88% hits. Recombinant Scp1, phosphopeptide, malachite green phosphate absorbance. AID 493091. inhibition, % at 20 µM. Q9GZU7;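 active = inhibition above about 50% at 20 µM, limit read from the data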;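 also: plate controls were DMSO wells with enzyme for no effect and wells lacking enzyme for full effect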
Target sequence (Q9GZU7 76-261 limits assumed): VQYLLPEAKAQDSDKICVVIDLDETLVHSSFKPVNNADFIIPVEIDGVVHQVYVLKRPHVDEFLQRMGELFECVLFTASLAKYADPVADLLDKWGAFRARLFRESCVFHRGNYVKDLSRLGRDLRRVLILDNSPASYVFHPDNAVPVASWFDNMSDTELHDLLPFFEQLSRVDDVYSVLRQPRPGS
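assay system = SCP-1 phosphatase catalytic domain, residues 76-261 | buffer or medium = 50 mM Tris acetate pH 5.5, 0.005% Tween-20, 10 mM MgCl2 | incubation = enzyme reaction 45 min at room temperature, colour 5 min, stabilisation 30 min | signal = Phosphate-binding colour reagent, absorbance read at 630 nm | measure = % inhibition at 20 µM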
* marks the source's active call; other numbers are inactive results; i = inactive; · = no result given.

#	smiles	NadD inh	Rpn11 block	DNMT1 inh	MT1-MMP act inh	NRP1-CendR mod
1	COCCn1c(=NC(=O)C2COc3ccccc3O2)sc2cc(S(N)(=O)=O)ccc21 (stereo not drawn)	-2	i	-2	-9	3
2	Cc1ccc(-c2cc3nc(-c4ccc(Br)cc4)cc(N)n3n2)cc1	19	i	-19	4	-7
3	COC(=O)c1c(C(=O)OC)c2oc3ccccc3n2c1Cl	-5	i	3	4	0
4	COC(=O)CCCC[C@@H]1SC[C@@H](NC(=O)OC)[C@@H]1NC(=O)OC	3	i	7	-4	-1
5	O=C(O)CCCCCCCCCCCc1ccccc1	12	i	4	2	-33
6	COc1cc(C(=O)NCCSc2ccc(Cl)cc2)cc(OC)c1OC	-3	i	-2	2	13
7	Cc1c(OCC(=O)C(C)(C)C)ccc2c(-c3ccccc3)cc(=O)oc12	-1	i	-2	-1	5
8	C=CCC(Nc1ccccc1)c1cccc(OC)c1OC (stereo not drawn)	-2	i	2	-2	-2

#	SUMO1 PPI mod	SKN-1 block	STEP block	LMPTP block	Scp1 inh
1	1	7	0	-1.1	-3
2	2	1	2	1.8	8
3	5	-2	-2	0.7	-4
4	-1	11	-4	-1.6	-3
5	23	-5	-1	2.6	-1
6	5	-7	0	1.2	-4
7	-7	5	4	1.7	-11
8	4	-4	0	1.0	1

Further structures follow.
#	smiles	NadD inh	Rpn11 block	DNMT1 inh	MT1-MMP act inh	NRP1-CendR mod
9	COc1ccc(/C=N\NC(=O)c2ccc(=O)[nH]n2)cc1O	3	i	1	10	-1
10	COc1ccc(N(C(=O)CNC(=O)c2ccco2)C(C(=O)NCC2CCCO2)c2ccccc2)cc1 (stereo not drawn)	-2	i	2	0	11
11	COc1ccc(NC(=O)c2cc(C3CCCCN3S(=O)(=O)c3cn(C)cn3)on2)c(C)c1 (stereo not drawn)	3	i	0	0	4
12	CCOc1ccccc1C(=O)N/N=C/c1coc2ccc(C)cc2c1=O	6	i	2	-11	-42
13	Clc1ccc(-c2nnc(N3CCCC3)nn2)cc1	11	i	4	8	-11
14	COc1ccc(S(=O)(=O)N2CCCC2CNC(=O)C(=O)NCc2ccccc2Cl)cc1 (stereo not drawn)	-7	i	-3	1	-9
15	Cc1ccc(-n2nc(C)c3c(C)cc(=O)[nH]c32)cc1	6	i	3	-4	0
16	CNC(=O)CC1C(=O)N(c2ccc(OC)cc2)C(=S)N1NC(=O)c1cccc(F)c1 (stereo not drawn)	-4	i	1	13	1

#	SUMO1 PPI mod	SKN-1 block	STEP block	LMPTP block	Scp1 inh
9	-3	-5	-1	1.0	0
10	5	-3	1	-1.0	-7
11	-1	-7	-2	-0.1	·
12	-5	2	-1	-0.7	5
13	-22	15	2	-0.1	-7
14	4	12	0	0.7	-9
15	1	-4	-1	-0.7	-2
16	-2	-9	-1	1.6	0

Further results follow.
#	smiles	NadD inh	Rpn11 block	DNMT1 inh	MT1-MMP act inh	NRP1-CendR mod
17	Cc1ccc(N2C(=O)C(CN(C)C)C2c2ccccc2)cc1 (stereo not drawn)	-4	i	6	-1	6
18	CS(=O)(=O)N(CC(=O)N1CCc2ccccc2C1)Cc1ccc(F)cc1	-2	i	-1	0	20
19	O=C1NC(=S)N/C1=C/c1cccnc1	-2	i	1	-15	-9
20	C#CCOCCOCCOCCNc1nc(N2CCOCC2)nc(N2CCN(C(=O)[C@H](CCCCN)n3cc([C@@H](N)C(C)CC)nn3)CC2)n1 (stereo partly drawn)	-13	i	3	0	-4
21	COC(=O)N/N=C/c1c(C)c(C(=O)c2ccc(F)cc2)n2ccccc12	-2	·	-9	5	-24
22	CCOC(=O)c1c(C)n(OC)c2ccc3c(no[n+]3[O-])c12	-2	i	4	3	0
23	CC(=O)N1c2ccc(S(=O)(=O)N3CCCCC3)cc2CC1C(=O)NCc1ccc(N(C)C)cc1 (stereo not drawn)	1	i	-2	0	4
24	CCc1nnc(NC(=O)CSc2ncc(-c3ccccc3)n2CC)s1	-4	i	1	0	5

#	SUMO1 PPI mod	SKN-1 block	STEP block	LMPTP block	Scp1 inh
17	6	-6	-1	0.8	-3
18	0	11	0	-2.9	-5
19	-17	9	-2	-1.1	-7
20	-29	8	1	-5.6	-4
21	-8	5	-1	0.0	-10
22	-11	2	0	-0.5	-7
23	6	1	-1	0.0	-9
24	-1	-13	-4	-0.6	-10

(listing goes on)
#	smiles	NadD inh	Rpn11 block	DNMT1 inh	MT1-MMP act inh	NRP1-CendR mod
25	COc1cc(C)ccc1OCCCOc1c(Cl)cccc1Cl	3	i	16	3	0
26	COc1ccc(C(=O)/C=C2/c3ccccc3CC(C)(C)N2C)cc1	-8	i	0	1	0
27	CCCCN1/C(=C/c2cccc[n+]2C)Sc2cc(NC(C)=O)ccc21	8	i	2	-7	3
28	N#Cc1ccsc1NC(=O)CSc1nnc(NC2CC2)s1	-2	i	3	6	1
29	Cn1ccc2c(-c3ccc(C(C)(C)C)cc3)cc3c(c21)C1CCC3C1 (stereo not drawn)	-1	i	7	4	8
30	COc1ccc(C(=O)N2CCCC(Nc3ccc(C)c(C)c3)C2)cc1F (stereo not drawn)	-2	i	-1	-1	6
31	COc1ccc(C2Nc3ccccc3C(=O)N2NS(=O)(=O)c2ccccc2)cc1OC (stereo not drawn)	-3	i	0	-4	16
32	O=C(Cn1c2c(c(-c3ccccc3)cc1=O)CCCC2)N1CCCCCC1	-1	i	0	-5	6

#	SUMO1 PPI mod	SKN-1 block	STEP block	LMPTP block	Scp1 inh
25	0	15	1	0.9	-13
26	-9	4	6	-0.9	-6
27	-19	1	0	-1.6	24
28	1	7	0	-0.3	·
29	7	7	0	1.5	·
30	0	-1	1	0.5	-7
31	-1	4	-1	0.9	-2
32	5	18	0	1.3	-12

3 entries already listed, arranged by the number in LMPTP block, ascending.
#	smiles	NadD inh	Rpn11 block	DNMT1 inh	MT1-MMP act inh	NRP1-CendR mod
3	COC(=O)c1c(C(=O)OC)c2oc3ccccc3n2c1Cl	-5	i	3	4	0
25	COc1cc(C)ccc1OCCCOc1c(Cl)cccc1Cl	3	i	16	3	0
16	CNC(=O)CC1C(=O)N(c2ccc(OC)cc2)C(=S)N1NC(=O)c1cccc(F)c1 (stereo not drawn)	-4	i	1	13	1

#	SUMO1 PPI mod	SKN-1 block	STEP block	LMPTP block	Scp1 inh
3	5	-2	-2	0.7	-4
25	0	15	1	0.9	-13
16	-2	-9	-1	1.6	0

Entries 23 to 25 from above:
#	smiles	NadD inh	Rpn11 block	DNMT1 inh	MT1-MMP act inh	NRP1-CendR mod
23	CC(=O)N1c2ccc(S(=O)(=O)N3CCCCC3)cc2CC1C(=O)NCc1ccc(N(C)C)cc1 (stereo not drawn)	1	i	-2	0	4
24	CCc1nnc(NC(=O)CSc2ncc(-c3ccccc3)n2CC)s1	-4	i	1	0	5
25	COc1cc(C)ccc1OCCCOc1c(Cl)cccc1Cl	3	i	16	3	0

#	SUMO1 PPI mod	SKN-1 block	STEP block	LMPTP block	Scp1 inh
23	6	1	-1	0.0	-9
24	-1	-13	-4	-0.6	-10
25	0	15	1	0.9	-13

Additional structures follow.
#	smiles	NadD inh	Rpn11 block	DNMT1 inh	MT1-MMP act inh	NRP1-CendR mod
33	COc1ccc(OC)c(CCNC(=O)CCc2cn(C)c3ccccc23)c1	-8	i	0	4	3
34	Cc1ccc(S(=O)(=O)CC(C)(O)CS(=O)(=O)c2ccc(C)cc2)cc1	-1	i	1	2	0
35	CCN(CC)S(=O)(=O)c1cccc(-c2nnc(SCC(=O)N3CCC(C(=O)O)CC3)n2N)c1	1	i	0	2	-2
36	COc1ccccc1C1NC(=O)c2ccccc2O1 (stereo not drawn)	7	i	-3	1	-2
37	O=C1[C@H]2[C@@H](c3ccc(F)cc3)N3C(=O)N(c4cccc(Cl)c4)C(=O)[C@@]3(Cc3ccccc3)[C@H]2C(=O)N1C1CCCCC1	14	i	-5	-3	-8
38	COCCNC(=O)CCn1nc(-c2ccc(C)cc2)ccc1=O	-1	i	0	1	21
39	CN(C)CCOC(=O)C12CC3CC(C1)CC(C(=O)OCCN(C)C)(C3)C2	4	i	1	-1	1
40	COc1ccc(C(C(=O)NC(C)(C)C)N(C(=O)CCC(=O)Nc2cc(C)on2)c2ccc(C)c(C)c2)cc1 (stereo not drawn)	1	i	-2	-4	4

#	SUMO1 PPI mod	SKN-1 block	STEP block	LMPTP block	Scp1 inh
33	3	4	0	-0.8	-9
34	3	-8	-2	-1.8	-10
35	2	-5	0	-1.3	1
36	11	9	0	0.5	0
37	9	-2	2	1.1	-7
38	-3	-2	1	-0.9	-6
39	0	4	-1	-2.7	-7
40	4	-6	1	0.7	-7

More results follow.
#	smiles	NadD inh	Rpn11 block	DNMT1 inh	MT1-MMP act inh	NRP1-CendR mod
41	COCCn1c(SCC(=O)N2CCCC2)nnc1-c1ccoc1C	0	i	1	-4	6
42	OC(CC#CCN1CCCC1)(c1ccccc1)c1ccccc1	-4	i	5	-2	-7
43	Clc1ccc(C2=Nn3c(nnc3-c3n[nH]c4c3CCC4)SC2)cc1	19	i	1	16	-12
44	CC(=O)c1cccc(NC(=O)CSc2nnc(C(C)N(C)C)n2-c2ccc(F)cc2)c1 (stereo not drawn)	1	i	-1	0	4
45	CCN(CC)CCn1c2c(c(SCC(=O)Nc3cccc4ccccc34)nc1=O)CCC2	-6	i	-2	2	-5

#	SUMO1 PPI mod	SKN-1 block	STEP block	LMPTP block	Scp1 inh
41	0	4	0	0.2	-2
42	1	-4	1	-2.5	0
43	-8	15	4	0.7	-4
44	4	7	0	-0.7	2
45	-4	1	1	0.4	4

High-throughput results: PubChem, Sanford-Burnham Center for Chemical Genomics
